ELG1 genotox = qHTS screen for small molecules that induce genotoxicity in human embryonic kidney (HEK293T) cells expressing luciferase-tagged ELG1 | HEK293T ELG1-luciferase reporter, luminescence, 16 h | Potency, µM (highest dose often 46 µM), inactives show at the highest dose activity change, positive = activation, usual class: activators | actives 1.3% (n = 330,000); further: potency means the concentration at half of the fitted maximal effect; % of control where 0% means no effect; nearly all actives have a fitted effect of over 60% in size
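Genotoxicity was scored as increased ELG1-luciferase reporter signal, measured by ONE-Glo luminescence (30 min, room temperature). Compound or vehicle exposure of the HEK293T reporter cells lasted 16 hr at 37°C.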
RORgamma inh = qHTS for inhibitors of ROR gamma transcriptional activity; Nuclear receptor ROR-gamma (Mus musculus), P51450; Drosophila S2 Gal4-RORgamma UAS-luciferase reporter, 20 h; Potency, µM (titrated, usually from 53.6 µM), for inactives: top-dose activity change, negative = inhibition, actives largely listed as inhibitors; actives 5.4% (n = 310,000); further: potency means the concentration at half of the fitted maximal effect; on the % scale 0 is the no-effect control and ±100 the full control effect; nearly all actives have a fitted effect of over 60% in size
Target sequence (P51450 whole entry, looked up, the tested form may be a part): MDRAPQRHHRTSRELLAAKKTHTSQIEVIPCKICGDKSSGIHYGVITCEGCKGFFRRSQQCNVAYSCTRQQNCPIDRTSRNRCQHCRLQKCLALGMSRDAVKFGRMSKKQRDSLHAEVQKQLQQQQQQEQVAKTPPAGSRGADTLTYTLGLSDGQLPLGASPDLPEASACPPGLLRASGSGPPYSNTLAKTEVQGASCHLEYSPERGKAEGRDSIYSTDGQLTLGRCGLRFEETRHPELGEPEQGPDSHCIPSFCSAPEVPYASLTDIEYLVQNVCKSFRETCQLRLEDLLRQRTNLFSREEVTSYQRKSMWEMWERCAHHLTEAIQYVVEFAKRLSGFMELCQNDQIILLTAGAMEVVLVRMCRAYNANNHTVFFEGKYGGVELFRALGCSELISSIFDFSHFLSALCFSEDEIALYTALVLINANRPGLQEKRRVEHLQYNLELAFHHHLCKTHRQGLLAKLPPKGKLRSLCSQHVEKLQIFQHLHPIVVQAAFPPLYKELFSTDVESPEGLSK
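Compounds are pin-transferred onto Drosophila Schneider cells expressing a copper-inducible Gal4–ROR gamma transactivation domain fusion. After 1 hr, copper sulfate is added to 700 uM final; luciferase is read 20 hr later.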
VP16 counter = VP16 counterscreen qHTS for inhibitors of ROR gamma transcriptional activity; Drosophila S2 Gal4-VP16 UAS-luciferase, luminescence, 20 h; Potency, µM (titrated, usually from 53.6 µM), for the others: at the highest dose activity, negative = inhibition, most hits filed as inhibitors; actives 3.5% (n = 310,000);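 further: Gal4-VP16 expression switched on by copper sulfate through the metallothionein promoter; potency means the concentration at half of the fitted maximal effect; on the % scale 0 is the no-effect control and ±100 the full control effect; nearly all actives have a fitted effect of over 50% in size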
FLuc modulator = qHTS profiling assay for firefly luciferase inhibitor/activator using purifed enzyme and Km concentrations of substrates (counterscreen for miR-21 project) | Luciferin 4-monooxygenase (Photinus pyralis), P08659 | Potency, µM (highest dose often 57.5 µM), without a hit: at the highest dose activity change, negative = inhibition, usual class: inhibitors | actives 6.9% (n = 360,000) | purified FLuc, Km substrates, luminescence inhibition;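 further: potency means the concentration at half of the fitted maximal effect; plate controls were vehicle for no effect and reference inhibitor for full effect; nearly all actives have a fitted effect of over 55% in size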
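Purified P. pyralis luciferase, 10 nM final, with Km-level 10 uM D-luciferin and 10 uM ATP in 50 mM Tris acetate pH 7.5, 10 mM Mg acetate, 0.01% Tween-20, 0.05% BSA; 6-point qHTS titration about 60 µM downward; luminescence read.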
Menin-MLL TR inh = qHTS Assay for Inhibitors Targeting the Menin-MLL Interaction in MLL Related Leukemias: Competition With Texas Red Labeled MLL-derived Mutant Peptide. O00255. Menin + Texas Red MLL mutant peptide, fluorescence polarization. Potency, µM (highest dose often 61.6 µM), for the others: at the highest dose FP activity change, negative = inhibition, hits mostly inhibitors. actives 0.23% (n = 270,000); active means well fitted inhibition curve with a large enough effect in the polarisation, with a control signal flat, not every such curve was filed as active; inconclusive means small, poorly fitted or top-dose-only effect, or effect the other way, or a change in a side signal; inactive means no such curve, though single readings can be large or run the other way; the % refers to the polarisation; further: potency means the concentration at half of the fitted maximal effect; % of control where 0% means no effect; many of its hits are not listed in these tables
Target sequence (O00255 whole entry, looked up): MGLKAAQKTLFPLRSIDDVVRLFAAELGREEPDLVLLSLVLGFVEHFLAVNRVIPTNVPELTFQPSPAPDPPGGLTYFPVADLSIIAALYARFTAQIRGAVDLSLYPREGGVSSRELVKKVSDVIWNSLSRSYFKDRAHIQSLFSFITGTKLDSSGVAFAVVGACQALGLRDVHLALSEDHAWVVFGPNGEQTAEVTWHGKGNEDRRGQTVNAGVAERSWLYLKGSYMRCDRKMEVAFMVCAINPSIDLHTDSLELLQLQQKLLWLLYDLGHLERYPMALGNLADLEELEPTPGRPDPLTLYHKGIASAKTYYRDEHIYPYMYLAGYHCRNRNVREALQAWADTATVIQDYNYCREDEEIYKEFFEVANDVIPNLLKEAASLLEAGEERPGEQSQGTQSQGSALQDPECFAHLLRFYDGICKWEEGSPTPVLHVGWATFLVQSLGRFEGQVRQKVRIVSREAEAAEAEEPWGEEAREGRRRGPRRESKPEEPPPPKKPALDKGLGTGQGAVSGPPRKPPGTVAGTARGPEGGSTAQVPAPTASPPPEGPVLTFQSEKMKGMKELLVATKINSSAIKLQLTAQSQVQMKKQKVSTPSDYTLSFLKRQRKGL
p53 reactivation = qHTS assay for re-activators of p53 using a Luc reporter | Potency, µM (titrated, usually from 92.2 µM), for inactives: top-dose activity change, positive = activation, actives largely listed as activators | H1299 p53-A138V BP100-luciferase reporter, luminescence, 24 h | actives 0.063% (n = 320,000); further: potency means the concentration at half of the fitted maximal effect; % of control where 0% means no effect; nearly all actives have a fitted effect of over 45% in size
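p53-null H1299 cells stably carrying temperature-sensitive p53-A138V and a BP100-luciferase reporter were pinned with compounds (4-point, 1:5 series) and held 24 hrs at 37 deg C. Luminescence was read 10 min after detection reagent.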
Rab9 promoter act = qHTS Assay for Rab9 Promoter Activators | Huh7 Rab9 promoter-luciferase reporter, luminescence, 24 h | Potency, µM (top dose mostly 9.22 µM), inactives show at the highest dose activation, negative = inhibition, hits mostly activators | actives 2.8% (n = 320,000); further: potency means the concentration at half of the fitted maximal effect; % of control where 0% means no effect; nearly all actives have a fitted effect of over 60% in size
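Luminescence read-out: Huh7 cells stably expressing Rab9-luciferase, treated 24 h with compound at 37 °C, then lysed with luciferase reagent for 10 min at ambient before reading.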
PKM2 activator = qHTS Assay for Activators of Human Muscle isoform 2 Pyruvate Kinase; Pyruvate kinase PKM (Homo sapiens), P14618; purified PKM2, Kinase-Glo ATP luminescence, activation; response scale: 0% is enzyme alone, no compound; Potency, µM (series often up to 57.5 µM), without a hit: top-dose activation, usual class: activators; actives 0.34% (n = 260,000); further: potency means the concentration at half of the fitted maximal effect; on the % scale 0 is the no-effect control and ±100 the full control effect; nearly all actives have a fitted effect of over 55% in size
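Kinase-Glo luminescence reports ATP generated from ADP (0.1 mM) and PEP (0.5 mM) by purified hPK-M2 after 1 h at room temperature, pH 7.2 imidazole buffer; intermediate enzyme activity allows detecting inhibitors and activators.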
Giardia killer = Small Molecules that selectively kill Giardia lamblia: qHTS. Giardia lamblia trophozoite viability. activity change, % at 7.66 µM, hits read low. actives 0.15% (n = 340,000). AID 540267, 2011; in the data active means activity change below about -80%; inconclusive means between about -30% and that limit;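 further: parasites exposed to compound for two days anaerobically before the ATP read; on the % scale 0 is the no-effect control and ±100 the full control effect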
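Trophozoites 100 cells/well + cpd; 48 hrs, 37 deg C, anaerobic. ATPLite 1-Step added, 15-30 min RT, luminescence read (ATP-based viability).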
NPC1 promoter act = qHTS Assay for NPC1 Promoter Activators. Huh7 NPC1 promoter luciferase reporter, 24 h. Potency, µM (titrated, usually from 9.22 µM), for the others: at the top dose activation, hits mostly activators. actives 2.4% (n = 320,000);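 further: potency means the concentration at half of the fitted maximal effect; % of control where 0% means no effect; nearly all actives have a fitted effect of over 60% in size; reporter is driven by a mutant NPC1 promoter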
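Stably transfected Huh7 (NPC1 promoter→luciferase), 1500 cells/well in Opti-MEM + 10% FBS, 2 h settle, then compound 24 h at 37 °C. Luminescence after 10 min with Amplite reagent.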
BRCA1 expr up = qHTS Assay to Identify Small Molecule Activators of BRCA1 Expression; MCF7-BRCA1-FFLuc reporter, luminescence, 48 h; response scale: scaled: vehicle 0%, 10 µM genistein 100%; Potency, µM (highest dose often 46.1 µM), without a hit: at the highest dose activation, usual class: activators; actives 1.1% (n = 380,000); further: potency means the concentration at half of the fitted maximal effect; nearly all actives have a fitted effect of over 80% in size; some results filed as inactive show a strong effect at the top dose
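Reporter cells (MCF7, BRCA1 promoter-firefly luciferase) received library compounds across a concentration series for 48 h. End-point luminescence was measured and concentration-effect curves derived after normalization.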
Active calls of the source: *; ? = inconclusive; · = not tested or not shown; & = joins results of further samples; [ ] = another dose, or the depositor's remark. Unless noted, the call rests on the fitted dose curve; in most records, active means well fitted curve in the direction sought with a large enough effect; inconclusive means small, poorly fitted or top-dose-only effect, or another doubt; inactive means no such curve, though single readings can be large; an effect the other way counts as inactive or inconclusive. Not all compounds are listed; the hit share may differ from the screen's.

SMILES	ELG1 genotox	RORgamma inh	VP16 counter	FLuc modulator	Menin-MLL TR inh	p53 reactivation	Rab9 promoter act	PKM2 activator	Giardia killer	NPC1 promoter act	BRCA1 expr up
Cn1nc(C(F)(F)F)c(C(=O)Nc2cccc(Cl)c2)c1Cl	0.1%	11.4%	-8.1%	4.0%	27.0%	-3.5%	-3.5%	1.8%	-12.1	-0.7%	-0.8%
O=C(c1ccc(COc2ccccc2[N+](=O)[O-])o1)N1CCCCCC1	6.5%	28.8%	17.1%	?	-18.9%	?	19.8%	0.0%	-14.0	29.0%	87.1%
Nc1nc(SCC(=O)NC2CCCc3ccccc32)n[nH]1 (stereo not drawn)	-1.2%	-16.9%	3.8%	-1.6%	19.0%	-1.8%	0.7%	?	9.1	-2.0%	-1.2%
Cc1ccc2c(c1)c(CC(=O)Nc1ccc(F)cc1)c(C(=O)O)n2C	-4.9%	19.5%	-2.5%	-0.1%	?	-1.9%	-0.2%	8.9%	7.0	-3.0%	3.5%
COC(=O)CN=C1OC(=O)N2C(=O)C3=C4[C@@H](C[C@H]5C(=O)N(c6ccccc6)C(=O)[C@H]5[C@H]4[C@@]12Cc1ccccc1)[C@H]1C(=O)N(c2ccccc2)C(=O)[C@H]1[C@H]3C	5.6%	8.8%	-12.8%	-2.9%	·	1.4%	-10.6%	-9.2%	-5.9	-3.1%	-13.8%
C=CCn1c(O)c(C(CC)=NCc2cccnc2)c(=O)[nH]c1=O	11.5%	1.6%	1.8%	2.1%	-5.5%	-3.7%	2.6%	-4.2%	9.5	24.7%	-26.7%
CCOC(=O)COc1ccc2c(=O)c(-c3ccccc3)coc2c1	1.6%	-1.7%	-2.0%	16.9µM*	-22.3%	-13.8%	-5.4%	-9.8%	27.1	-1.0%	-16.3%
O=C(/C=C/c1cccc(Cl)c1)NCCCN1CCOCC1	-5.4%	-13.3%	0.5%	2.3%	-12.9%	-3.1%	0.1%	-5.7%	30.7[activator]	-2.4%	-0.8%
CCOC(=O)C1CCN(CC(=O)Nc2cc(S(=O)(=O)N3CCCCC3)ccc2Cl)CC1	-5.3%	·	·	2.6%	·	-4.4%	-10.1%	·	19.7	-6.3%	-45.0%
COc1ccc(NC(=O)N2CCCCCC2)cc1OC	7.6%	16.4%	-0.5%	-10.7%	2.4%	6.7%	-0.2%	-3.6%	-23.9	-2.7%	10.8%
O=c1cc(NCc2ccco2)c2ccccc2o1	-3.7%	-1.4%	11.3%	-5.1%	-1.0%	?	-3.3%	-1.0%	18.4	-2.7%	10.2%
CCNc1nc(NC(C)C)nc(Oc2ccc(=O)n(C)n2)n1	?	-44.3%	8.9%	-0.3%	-5.4%	-2.2%	6.8%	-10.6%	-1.5	6.3%	13.8%
CC1=NS(=O)(=O)c2cc(Cl)ccc2N1	-1.2%	?	-10.8%	10.5%	-6.9%	-2.4%	-1.9%[46.1 µM]	-1.9%	6.0	2.6%[46.1 µM]	22.7%
CN1CCC(N(C)C(=O)/C(C#N)=C/c2ccccc2)CC1	0.6%	-25.0%	7.1%	0.3%	-8.6%	-1.7%	-3.8%	·	-3.4	-3.7%	12.3%
CCCCCN(C(=O)CCC(=O)OCC(=O)NC1CCC(C)CC1)c1c(N)n(CCCC)c(=O)[nH]c1=O (stereo not drawn)	-0.8%	·	·	0.2%	·	11.5%	7.5%	·	23.6	5.7%	50.0%
CCc1nn2c(=O)c(S(=O)(=O)Nc3ccc(Cl)cc3)c(C)nc2s1	1.5%	?	1.0%	3.9%&0.3%	-0.8%	·	-0.5%&-6.6%	-0.1%	?	0.9%&-2.9%	6.2%
Cc1nnc(NC(=O)c2ccccc2-c2ccccc2C(=O)O)s1	-4.6%	14.6%	-1.8%	-0.1%	·	-1.0%	0.6%	-6.1%	-9.5	2.7%	-24.4%
C=CCOc1c(CNc2cccc(C(=O)O)c2)cccc1OC	?	10µM*	?	15.1µM*	-1.8%	5.0%	?	0.5%	-10.4	?	67.0%
COC(=O)c1cn(NC(=O)c2ccc([N+](=O)[O-])c(C)c2)c(=O)c2ccccc12	-3.4%	29.3%	2.5%	-17.6%	20.5%	0.0%	0.2%	0.8%	5.9	-12.5%	0.0%
COc1cc(/C=C/C(=O)NC(=O)c2ccccc2O)ccc1OC(C)=O	?	13.9%	3.4%	3.01µM*	69.4%[activator]	?	?	-2.7%	-2.2	?	43.8%
CCC(=O)Nc1c(C)n[nH]c1C	1.8%	-0.3%	-8.4%	-4.2%	-20.1%	5.0%	-12.2%	-23.5%	3.9	-0.4%	-11.6%
CCOC(=O)Cc1csc(NC(=O)c2csc3c2CCCC3)n1	-4.7%	12.6µM*	-18.1%	4.78µM*	-0.2%	13.8%	-6.1%	-3.2%	-2.0	-2.0%	-30.3%
O=C(OCc1ccccc1)N1CCc2ccccc21	16.4µM*	-5.2%	-8.2%	2.69µM*	-5.7%	?	1.58µM*	-1.3%[11.5 µM]	10.9	0.631µM*	?
CCc1c(C)sc(NC(=O)C2CC2)c1C(=O)OC(C)C	-5.0%	22.8%	-9.9%	2.8%	5.2%	-10.4%	-5.3%	-1.5%	-4.5	-1.9%	-27.3%
O=C(O)c1ccc2c(c1)SC1=NS(=O)(=O)CCN12	-1.0%	-6.6%	-3.6%	1.5%	·	1.8%	0.7%	-2.4%	4.7	2.2%	0.0%

Marked active in Rab9 promoter act (from the list above):
mol,RORgamma inh,Menin-MLL TR inh,p53 reactivation,Rab9 promoter act,PKM2 activator,NPC1 promoter act
O=C(OCc1ccccc1)N1CCc2ccccc21,-5.2%,-5.7%,?,1.58µM*,-1.3%[11.5 µM],0.631µM*

The list goes on.
SMILES	ELG1 genotox	RORgamma inh	VP16 counter	FLuc modulator	Menin-MLL TR inh	p53 reactivation	Rab9 promoter act	PKM2 activator	Giardia killer	NPC1 promoter act	BRCA1 expr up
CSc1ccccc1C(=O)NC1CCCCCC1	0.4%	-8.2%	?	-0.3%	-2.3%	3.0%	1.7%	-4.1%	-5.5	-2.0%	11.9%
Cc1nn(-c2ccccc2)c(N)c1Sc1cccc([N+](=O)[O-])c1	-1.4%	17.2%	-13.8%	-2.3%	2.3%	1.7%	-5.4%	-2.7%	1.5	-2.4%	?
COc1ccccc1-c1noc2ncnc(Nc3cccc(C)c3C)c12	-4.2%	10.0%	-3.9%	4.7%	22.3%	7.7%	-1.7%	1.7%	3.6	-2.9%	0.0%
CN(C)c1ccc(NC(=O)/C=C/c2ccccc2Cl)cc1	?	0.0562µM*	-9.9%	1.2µM*	?	?	2.51µM*	6.0%	2.8	?	?
Cc1nc(NCCc2ccc(S(N)(=O)=O)cc2)c2c3c(sc2n1)CCC3	-8.1%	10.5%	-3.7%	4.0%	·	-12.4%	-3.7%	1.0%	6.5	-0.7%	-70.9%
O=C(CSc1ccccc1)Nc1ccc(-c2nc3ccccc3[nH]2)cc1	?	?	?	?	?	·	3.16µM*	0.3%	-12.8	2.24µM*	?
CC(C)c1ccc(NC2CCCN(C(=O)CCc3cnn(C)c3)C2)cc1 (stereo not drawn)	-0.8%	1.6%	5.8%	1.5%	·	-7.0%	-1.9%	0.2%	5.5	-3.3%	-0.9%
Cc1noc(C)c1COc1ccccc1C(=O)NCc1ccco1	3.5%	·	·	-2.1%	·	-3.7%	-1.8%	·	12.0	-0.3%	-16.3%
Cc1cc(C)cc(N(CCC#N)C(=O)COC(=O)c2nc3nc(C)cc(C)n3n2)c1	-0.5%	·	·	-1.6%	·	7.3%	-1.3%	·	2.1	-2.9%	-13.0%
Cc1cc(=O)oc(C)c1C(=O)n1nc(C)c2c1C[C@@H]1[C@H]2C1(C)C	-8.2%	?	4.6%	-1.9%	-11.1%	-0.6%	-6.0%	-0.3%	-3.5	-1.3%	-14.3%
COc1ccc(C2CC2C(=O)c2ccccn2)cc1 (stereo not drawn)	6.0%	20.7%	10.7%	16.9µM*	1.5%	?	?	-1.6%	-6.6	?	8.91µM*
CCOc1cccc(C(=O)Nc2ccccc2N2CCN(C(=O)C(C)C)CC2)c1	-9.5%	6.8%	6.5%	0.0%	-9.6%	-25.1%	-7.6%	-13.2%	6.9	1.4%	-27.1%
